Screening results as filed in PubChem BioAssay.
CCHF vOTU inh: CCHFV vOTU protease inhibition; Pep-AMC fluorescence; inhibition, % at 11.5 µM; hit rate 0.55% among 370,000; in the data active means inhibition above about 30%; further: 0% = vehicle wells with enzyme and 100% = no enzyme wells
TcdB inh: blocks C. difficile toxin B glycohydrolase activity. P18177. TcdB glycohydrolase enzymatic assay, plate reader. hit rate 0.24% among 350,000. AID 652162. inhibition, % at 9.99 µM; in the data active means inhibition above about 10%
Target sequence (P18177 whole entry, looked up): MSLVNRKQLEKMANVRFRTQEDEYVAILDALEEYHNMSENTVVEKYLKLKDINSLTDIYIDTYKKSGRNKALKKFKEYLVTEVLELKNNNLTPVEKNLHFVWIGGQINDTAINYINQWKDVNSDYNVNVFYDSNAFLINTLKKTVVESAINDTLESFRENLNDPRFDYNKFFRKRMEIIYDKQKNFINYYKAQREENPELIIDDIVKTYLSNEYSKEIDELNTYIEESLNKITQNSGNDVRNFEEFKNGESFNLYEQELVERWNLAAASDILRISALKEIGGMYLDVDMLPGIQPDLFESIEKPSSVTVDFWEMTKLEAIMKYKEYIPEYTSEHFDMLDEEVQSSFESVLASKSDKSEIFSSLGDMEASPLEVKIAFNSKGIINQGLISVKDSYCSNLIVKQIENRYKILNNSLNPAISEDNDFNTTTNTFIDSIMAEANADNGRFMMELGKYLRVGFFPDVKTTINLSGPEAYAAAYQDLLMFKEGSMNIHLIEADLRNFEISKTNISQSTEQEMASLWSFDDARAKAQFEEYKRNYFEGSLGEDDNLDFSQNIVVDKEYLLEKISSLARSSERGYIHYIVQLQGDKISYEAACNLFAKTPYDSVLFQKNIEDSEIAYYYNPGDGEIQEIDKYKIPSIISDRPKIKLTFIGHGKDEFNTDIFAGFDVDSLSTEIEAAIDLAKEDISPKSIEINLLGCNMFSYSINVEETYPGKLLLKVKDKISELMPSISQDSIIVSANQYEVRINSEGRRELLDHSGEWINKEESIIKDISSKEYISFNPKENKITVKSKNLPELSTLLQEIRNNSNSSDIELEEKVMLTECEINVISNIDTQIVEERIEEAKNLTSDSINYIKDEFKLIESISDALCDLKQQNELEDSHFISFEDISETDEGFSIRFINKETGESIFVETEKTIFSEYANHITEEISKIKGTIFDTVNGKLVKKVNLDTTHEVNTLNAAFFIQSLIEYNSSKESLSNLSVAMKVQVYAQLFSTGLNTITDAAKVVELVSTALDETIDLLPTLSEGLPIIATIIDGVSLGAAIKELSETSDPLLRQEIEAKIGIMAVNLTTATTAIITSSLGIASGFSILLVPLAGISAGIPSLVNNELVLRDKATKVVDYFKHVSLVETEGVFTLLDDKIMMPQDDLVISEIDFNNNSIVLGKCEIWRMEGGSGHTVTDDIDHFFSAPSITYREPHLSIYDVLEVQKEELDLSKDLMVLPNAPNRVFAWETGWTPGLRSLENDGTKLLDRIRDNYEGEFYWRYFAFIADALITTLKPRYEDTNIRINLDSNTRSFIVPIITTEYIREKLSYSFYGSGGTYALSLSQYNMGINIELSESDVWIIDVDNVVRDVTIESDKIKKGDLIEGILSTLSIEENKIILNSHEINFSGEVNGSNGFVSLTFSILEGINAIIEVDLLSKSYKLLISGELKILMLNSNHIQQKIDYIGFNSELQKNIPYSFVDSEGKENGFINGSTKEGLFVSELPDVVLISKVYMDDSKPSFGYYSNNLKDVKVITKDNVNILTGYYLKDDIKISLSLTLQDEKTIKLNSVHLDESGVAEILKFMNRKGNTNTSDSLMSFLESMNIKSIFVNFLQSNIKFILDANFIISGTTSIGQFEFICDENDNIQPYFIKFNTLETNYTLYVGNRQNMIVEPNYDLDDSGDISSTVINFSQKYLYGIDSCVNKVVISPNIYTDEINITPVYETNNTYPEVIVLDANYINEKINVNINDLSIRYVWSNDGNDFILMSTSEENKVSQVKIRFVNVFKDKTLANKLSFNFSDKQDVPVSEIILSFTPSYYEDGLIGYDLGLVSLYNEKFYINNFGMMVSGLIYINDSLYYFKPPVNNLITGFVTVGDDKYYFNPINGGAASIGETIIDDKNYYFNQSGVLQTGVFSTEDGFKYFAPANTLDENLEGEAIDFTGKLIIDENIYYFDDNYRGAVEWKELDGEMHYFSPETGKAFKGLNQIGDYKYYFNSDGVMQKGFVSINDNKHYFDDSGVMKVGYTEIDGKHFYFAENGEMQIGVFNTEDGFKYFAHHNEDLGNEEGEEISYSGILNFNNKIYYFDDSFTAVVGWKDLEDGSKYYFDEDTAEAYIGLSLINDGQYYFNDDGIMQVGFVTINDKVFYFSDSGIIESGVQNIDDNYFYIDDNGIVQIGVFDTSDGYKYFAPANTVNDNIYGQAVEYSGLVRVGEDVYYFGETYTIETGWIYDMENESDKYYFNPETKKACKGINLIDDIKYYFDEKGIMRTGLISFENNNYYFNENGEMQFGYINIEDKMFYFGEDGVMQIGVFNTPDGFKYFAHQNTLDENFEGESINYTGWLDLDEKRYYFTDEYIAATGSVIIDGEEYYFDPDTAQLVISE
PrPC surface inh: reduces human prion protein on the cell surface. cell surface PrPC, TR-FRET read-out. AID 720596. P04156. inhibition, % at 13.8 µM. hit rate 0.43% among 370,000; in the data active means inhibition above about 24%; further: 0% = median of the test wells and 100% = reference compound wells
An asterisk follows results filed as active; & = joins results of further samples. This is a subset; count on the stated rates, not on these rows.

How did C=CCN1C(=O)c2n[nH]c(C(C)C)c2C1c1ccc2c(c1)OCO2 (stereo unspecified) do in these assays?
CCHF vOTU inh: -7; TcdB inh: 0.4; PrPC surface inh: -4

What do the screens show for `O=C([C@H]1O[C@@H](n2ccc(=O)[nH]c2=O)[C@H](O)[C@@H]1O)N1CCSC1`?
CCHF vOTU inh: -3; TcdB inh: 0.5; PrPC surface inh: 1

What do the screens show for `NC(=O)c1ccc(-c2ccc(N3C(c4ccsc4)=Cc4ccc(F)cc4C3CC(=O)c3ccco3)cc2)cc1` (stereo unspecified)?
CCHF vOTU inh: 12; TcdB inh: 1.6; PrPC surface inh: -13

Results for COC(=O)N1Cc2ccnnc2CC1c1ccccc1-c1ccc(OC)cc1 (stereo unspecified) ?
CCHF vOTU inh: 4; TcdB inh: 1.8; PrPC surface inh: -3

How did COc1ccc(-c2ccc3c(c2)CN(C(=O)CCc2ccccc2)Cc2cnnn2-3)cc1 do in these assays?
CCHF vOTU inh: 6; TcdB inh: 0.6; PrPC surface inh: -2

Results for CCCCC[C@H](C)N1C[C@@H](COCc2ccccc2)Oc2cc(N3CC[C@@H](O)C3)ccc2S1(=O)=O ?
CCHF vOTU inh: 25; TcdB inh: -0.4; PrPC surface inh: 4

What do the screens show for `CC(C)NC(=O)OC1CC2CC1[C@H]1CCCCN1C2=O` (stereo partly specified)?
CCHF vOTU inh: 8; TcdB inh: 1.1; PrPC surface inh: 0

Results for Cc1ccc(S(=O)(=O)C[C@@H]2OC3CCCCC3N2S(=O)(=O)c2ccc(C)cc2)cc1 (stereo partly specified) ?
CCHF vOTU inh: 6; TcdB inh: 1.8; PrPC surface inh: 4

Results for COc1ccc(C2=Nc3ccccc3N(C(=O)c3ccncc3)C2C(=O)NC(C)C)cc1 (stereo unspecified) ?
CCHF vOTU inh: 5; TcdB inh: 0.1; PrPC surface inh: -12

Results for CCCCC[C@H]1CCCCC[C@@H](O)C[C@H](O)[C@H](O)/C=C/C(=O)O1 ?
CCHF vOTU inh: 3; TcdB inh: 1.0; PrPC surface inh: -5

Results for CCCCC[C@@H](C)N1C[C@H](COCc2ccccc2)Oc2cc(N3CCC[C@@H]3CO)ccc2S1(=O)=O ?
CCHF vOTU inh: 33*; TcdB inh: -0.3; PrPC surface inh: 15

What do the screens show for `CC(C)C[C@H]1CNC(=O)C(=O)N1CC1CCN(CCC(C)c2ccccc2)CC1` (stereo partly specified)?
CCHF vOTU inh: -3; TcdB inh: 0.3; PrPC surface inh: 1

What do the screens show for `C=CCn1c(=O)n(CC=C)c(=O)n(CC=C)c1=O`?
CCHF vOTU inh: -2; TcdB inh: 0.3; PrPC surface inh: 1

Results for CCc1c(-c2cccc(Cl)c2)ncn1CCc1ccccc1OC ?
CCHF vOTU inh: 12; TcdB inh: 1.1; PrPC surface inh: 1

Results for CCCCCCSc1ccc(-c2nc3ccc(C)cn3c2NCCCC)cc1OC ?
CCHF vOTU inh: 9; TcdB inh: -0.3; PrPC surface inh: 8

What do the screens show for `COC(=O)[C@]12C[C@H](CC(=O)N3CCC(c4ccccc4)CC3)C(=O)N(Cc3ccc4c(c3)OCO4)C1=C[C@H](COCc1ccccc1)O[C@@H]2C`?
CCHF vOTU inh: 6; TcdB inh: 1.5; PrPC surface inh: 5

How did O=C1NC[C@@H](CCCCN2C[C@H](Cc3ccc(O)cc3)N(CCC3CCCCC3)C(=O)C2=O)N(CCC2CCCCC2)C1=O do in these assays?
CCHF vOTU inh: 22; TcdB inh: -0.3; PrPC surface inh: 2

What do the screens show for `CCOC(=O)C1CCN(C(=O)c2[nH]c(C(F)(F)F)nc2-c2ccccc2)CC1`?
CCHF vOTU inh: -8; TcdB inh: -0.2; PrPC surface inh: -5

How did CC(C)C[C@H]1COc2cccc(N3CCSCC3)c2S(=O)(=O)N1 do in these assays?
CCHF vOTU inh: -4; TcdB inh: 0.1; PrPC surface inh: 0

What do the screens show for `CCCCNC(=O)c1nc(C2CCN(S(=O)(=O)c3ccccc3C(F)(F)F)CC2)oc1-c1cccc(C(F)(F)F)c1`?
CCHF vOTU inh: -6; TcdB inh: -0.4; PrPC surface inh: -5

How did CC(C)(O)C#Cc1ccc(N2C(c3ccsc3)=Cc3ccc(F)cc3C2c2c[nH]c3ccccc23)cc1 (stereo unspecified) do in these assays?
CCHF vOTU inh: -3; TcdB inh: -0.7; PrPC surface inh: 1

What do the screens show for `O=C(Nc1ccc2c(c1)OCCO2)C(c1ccccc1F)n1c(=O)c(-c2ccco2)nc2ccccc21` (stereo unspecified)?
CCHF vOTU inh: 13; TcdB inh: 0.4; PrPC surface inh: 4

How did CC1=C(C(=O)N(C(C)C)C(C)C)CC(CC(=O)NCc2cccs2)C(=O)N1CCCN1CCCC1=O (stereo unspecified) do in these assays?
CCHF vOTU inh: 9; TcdB inh: 1.7; PrPC surface inh: -3

What do the screens show for `CCCCCCCCC(c1nc2cc(C)c(C)cc2[nH]1)n1c(=O)c(-c2ccccc2Br)nc2ccccc21` (stereo unspecified)?
CCHF vOTU inh: -3; TcdB inh: 0.8; PrPC surface inh: -5

How did C[C@@H]1CN(c2ccc(N3CCN(C(=O)OC(C)(C)C)C[C@@H]3C)cc2C#N)CCN1Cc1ccccc1 do in these assays?
CCHF vOTU inh: -10; TcdB inh: 1.2; PrPC surface inh: 6

Results for CC(C)(C)N1C(=O)c2ccccc2NC(=O)C1C(=O)NCCc1ccccc1F (stereo unspecified) ?
CCHF vOTU inh: 9; TcdB inh: 0.9; PrPC surface inh: -4

How did CCOC(=O)[C@]12CCCC=C1N(CCC1=CCCCC1)C(=O)[C@H](CC(=O)N1CCOCC1)C2 do in these assays?
CCHF vOTU inh: 0; TcdB inh: 1.2; PrPC surface inh: -3

Results for CCOC(=O)C1=CCC2C(=O)N(Cc3ccccc3)C(=O)C12 (stereo unspecified) ?
CCHF vOTU inh: 1; TcdB inh: 0.6; PrPC surface inh: 7

Results for CC1(c2nc3ccccc3[nH]2)CCC(=O)N1C1CC1 (stereo unspecified) ?
CCHF vOTU inh: 12; TcdB inh: 1.2; PrPC surface inh: 3

How did CCOC(=O)[C@]12CCC=C1N(CCC1=CCCCC1)C(=O)[C@H](CC(=O)N1CCN(C(=O)c3ccco3)CC1)C2 do in these assays?
CCHF vOTU inh: 5; TcdB inh: 0.5; PrPC surface inh: -7

Structural class, those above containing a CF3 group (2)
What do the screens show for `CCOC(=O)C1CCN(C(=O)c2[nH]c(C(F)(F)F)nc2-c2ccccc2)CC1`?
CCHF vOTU inh: -8; TcdB inh: -0.2; PrPC surface inh: -5

What do the screens show for `CCCCNC(=O)c1nc(C2CCN(S(=O)(=O)c3ccccc3C(F)(F)F)CC2)oc1-c1cccc(C(F)(F)F)c1`?
CCHF vOTU inh: -6; TcdB inh: -0.4; PrPC surface inh: -5

Going on with the list.
Results for CN(C)C1CN(Cc2cn(Cc3ccc(Cl)cc3)nn2)S(=O)(=O)C1 (stereo unspecified) ?
CCHF vOTU inh: 5; TcdB inh: 1.6; PrPC surface inh: 0

Results for CC(C)(C)NC(=O)C(c1cccc2ccccc12)n1c(=O)c(-c2cc3ccccc3[nH]2)nc2ccccc21 (stereo unspecified) ?
CCHF vOTU inh: -13; TcdB inh: 0.4; PrPC surface inh: 2

What do the screens show for `CC(C)C(C(=O)NC1CCCC1)N1CCN(c2ncccc2C#N)CC1` (stereo unspecified)?
CCHF vOTU inh: 6; TcdB inh: -0.6; PrPC surface inh: -6

Results for CC(C)CCNC(=O)[C@@H](Cc1ccccc1)NC(=O)[C@H]1O[C@@H](n2ccc(=O)[nH]c2=O)[C@H](O)[C@@H]1O ?
CCHF vOTU inh: -8; TcdB inh: 2.2; PrPC surface inh: 6

What do the screens show for `CC(C)CCNC(=O)c1[nH]c(C(F)(F)F)nc1-c1ccccc1`?
CCHF vOTU inh: -1; TcdB inh: 2.0; PrPC surface inh: 1

What do the screens show for `O=C(NCc1ccccc1)C(c1ccc(F)cc1)N1CCN(c2ccccc2F)CC1` (stereo unspecified)?
CCHF vOTU inh: 9; TcdB inh: 0.6; PrPC surface inh: -1

Results for Cc1ccc(S(=O)(=O)N2[C@@H](c3cccc(Cl)c3)C(C(=O)OC(C)(C)C)=CC[C@H]2c2cccc(Cl)c2)cc1 ?
CCHF vOTU inh: 13; TcdB inh: 0.6; PrPC surface inh: 3

What do the screens show for `Cc1[nH]nc2c1C(c1ccccc1)N(Cc1ccccc1)C2=O` (stereo unspecified)?
CCHF vOTU inh: -7; TcdB inh: 1.6; PrPC surface inh: -10

How did Cc1cc(Br)cn2c(Cc3ccccc3C(F)(F)F)c(-c3ccc(Cl)cc3)nc12 do in these assays?
CCHF vOTU inh: 10; TcdB inh: 1.5; PrPC surface inh: 12

Results for Cc1cc(Oc2cccc3c2S(=O)(=O)N([C@H](C)c2ccccc2)C[C@@H](COCc2ccccc2)O3)cc(C)c1C ?
CCHF vOTU inh: -5; TcdB inh: 0.1; PrPC surface inh: -4

Results for C[C@@H]1CN([C@@H](C)CO)C(=O)CCCn2cc(nn2)CO[C@H]1CN(C)C(=O)Nc1ccc2c(c1)OCCO2 ?
CCHF vOTU inh: -5; TcdB inh: 0.4&1.3; PrPC surface inh: 6

What do the screens show for `COC(=O)[C@]12C[C@H](CC(=O)N3CCOCC3)C(=O)N(CCC3=CCCCC3)C1=C[C@H](COCc1ccccc1)O[C@@H]2C`?
CCHF vOTU inh: 5; TcdB inh: 3.2; PrPC surface inh: -7

How did CCCCC[C@H](C)N1C[C@@H](COCc2ccccc2)Oc2cc(N3CC[C@@H](N(C)C)C3)ccc2S1(=O)=O do in these assays?
CCHF vOTU inh: 15; TcdB inh: 0.8; PrPC surface inh: 7

Results for CCOC(=O)[C@]12CCCC=C1N(Cc1cccc3ccccc13)C(=O)[C@H](CC(=O)N1CCOCC1)C2 ?
CCHF vOTU inh: 20; TcdB inh: 2.0; PrPC surface inh: 3

What do the screens show for `O=C1c2ccccc2[C@@H]2Cc3csc[n+]3[C@H]12`?
CCHF vOTU inh: 11; TcdB inh: 1.3; PrPC surface inh: 2

3 consecutive compounds out of the list so far:
How did C[C@@H]1CN(c2ccc(N3CCN(C(=O)OC(C)(C)C)C[C@@H]3C)cc2C#N)CCN1Cc1ccccc1 do in these assays?
CCHF vOTU inh: -10; TcdB inh: 1.2; PrPC surface inh: 6

Results for CC(C)(C)N1C(=O)c2ccccc2NC(=O)C1C(=O)NCCc1ccccc1F (stereo unspecified) ?
CCHF vOTU inh: 9; TcdB inh: 0.9; PrPC surface inh: -4

How did CCOC(=O)[C@]12CCCC=C1N(CCC1=CCCCC1)C(=O)[C@H](CC(=O)N1CCOCC1)C2 do in these assays?
CCHF vOTU inh: 0; TcdB inh: 1.2; PrPC surface inh: -3

Further entries follow:
Results for O=C(CC[C@H]1O[C@@H](n2ccc(=O)[nH]c2=O)[C@H](O)[C@@H]1O)N[C@H](Cc1ccccc1)C(=O)NCC1CCCCC1 ?
CCHF vOTU inh: -13; TcdB inh: 0.2; PrPC surface inh: 3

How did CCOC(=O)[C@]12CCCC=C1N(Cc1ccccc1)C(=O)[C@H](CC(=O)N1CCN(C(=O)c3ccco3)CC1)C2 do in these assays?
CCHF vOTU inh: -5; TcdB inh: 0.4; PrPC surface inh: 10

How did O=C(N1CCOCC1)C12OC3CC(CC(C3)O1)O2 do in these assays?
CCHF vOTU inh: -2; TcdB inh: -0.1; PrPC surface inh: -4

Results for COc1ccc(Cc2c(-c3ccc(C)cc3)nc3ccc(Cl)cn23)c(C)c1 ?
CCHF vOTU inh: 14; TcdB inh: 0.3; PrPC surface inh: 1

What do the screens show for `CCCCNC(=O)C(NC(=O)c1cccc(C(F)(F)F)c1)C(=O)c1ccccc1` (stereo unspecified)?
CCHF vOTU inh: 1; TcdB inh: 0.7; PrPC surface inh: -2

How did Fc1ccc(-c2nc3c4ccccc4ccn3c2CC2CCCCC2)cc1 do in these assays?
CCHF vOTU inh: 10; TcdB inh: -8.2; PrPC surface inh: 0

How did CC(=O)C1=C(C)N(CC(C)C)C(=S)NC1c1cccc(Cl)c1 (stereo unspecified) do in these assays?
CCHF vOTU inh: 11; TcdB inh: -0.3; PrPC surface inh: 2

Results for CCOC(=O)[C@]12CCCC=C1N(Cc1ccccc1)C(=O)[C@H](CC(=O)N1CCCC1)C2 ?
CCHF vOTU inh: -7; TcdB inh: 0.9; PrPC surface inh: -2

Results for COC(=O)[C@@]12C[C@@H](CC(=O)N3CCCC3)C(=O)N(Cc3ccc4c(c3)OCO4)C1=CCC(C)(C)C2 ?
CCHF vOTU inh: 4; TcdB inh: 0.6; PrPC surface inh: 6

How did C(=C\c1ccccc1)/CN1CCN(C(CCc2ccccc2)c2nnnn2-c2ccc3c(c2)OCCO3)CC1 (stereo unspecified) do in these assays?
CCHF vOTU inh: 17; TcdB inh: 1.0; PrPC surface inh: -3

How did CC(CN1CCCCC1)NC(=O)c1scnc1-c1ccccc1 (stereo unspecified) do in these assays?
CCHF vOTU inh: -10; TcdB inh: -0.1; PrPC surface inh: 1

Results for O=C1NC[C@@H](CCCCN2C[C@H](Cc3ccc(O)cc3)N(CCc3ccc(O)cc3)C(=O)C2=O)N(CCc2ccc(O)cc2)C1=O ?
CCHF vOTU inh: -4; TcdB inh: 4.9; PrPC surface inh: 0

Three structures from above, arranged by number of heavy atoms, low to high:
How did O=C(N1CCOCC1)C12OC3CC(CC(C3)O1)O2 do in these assays?
CCHF vOTU inh: -2; TcdB inh: -0.1; PrPC surface inh: -4

How did Fc1ccc(-c2nc3c4ccccc4ccn3c2CC2CCCCC2)cc1 do in these assays?
CCHF vOTU inh: 10; TcdB inh: -8.2; PrPC surface inh: 0

Results for O=C1NC[C@@H](CCCCN2C[C@H](Cc3ccc(O)cc3)N(CCc3ccc(O)cc3)C(=O)C2=O)N(CCc2ccc(O)cc2)C1=O ?
CCHF vOTU inh: -4; TcdB inh: 4.9; PrPC surface inh: 0
